HIV fusion peptide: inhibitors of HIV fusion peptide binding, primary screen, biochemical, uHTS, fluorescence dequenching (AID 1986). cell-free peptide binding, fluorescence dequenching, 30 min; higher % means a stronger effect. one-dose inhibition, % at 20 µM; IC50 in µM for titrated hits. actives 0.3% (n = 290,000); in the data active means inhibition mostly above about 52%, no sharp cut-off; inactive means mostly below about 76%; further: some results filed as inactive read as strong as hits
KOR beta-arrestin-1: kappa opioid receptor blockers – cell-based, luminescence, uHTS (AID 1778) | KOR beta-arrestin recruitment, luminescence, antagonist mode; higher % means a stronger effect | inhibition, % at 10 µM; hits with a dose series show IC50 in µM | actives 0.091% (n = 290,000); in the data active means inhibition above about 50%; further: strong numbers were not always called active
West Nile virus CPE: inhibition of WNV-induced cytopathic effect – cell-based, CPE readout (AID 1621); West Nile virus-infected cells, CPE inhibition; higher % means a stronger effect; CPE inhibition, % at 10 µM, or IC50 in µM where a hit was titrated; actives 0.02% (n = 290,000); in the data active means a potency from the dose series; further: strong numbers were not always called active
GPR35 antagonists: inhibition of zaprinast-stimulated GPR35 beta-arrestin translocation – imaging, U2OS, beta-arrestin-GFP, zaprinast agonist, primary screen (AID 2058) | actives 0.052% (n = 290,000) | inhibition, % at 10 µM; hits with a dose series show IC50 in µM | U2OS GPR35 beta-arrestin-GFP translocation imaging, zaprinast antagonism; higher % means a stronger effect;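 active means inhibition of at least 50% with at least 30 cells and total cytoplasm GFP at most 10,000,000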
GPR55 antagonists: inhibition of LPI-stimulated GPR55 beta-arrestin translocation – imaging, U2OS, beta-arrestin-GFP, LPI agonist, primary screen (AID 2013) | actives 0.13% (n = 290,000) | U2OS GPR55 beta-arrestin-GFP translocation imaging, LPI antagonism; higher % means a stronger effect | one-dose inhibition, % at 10 µM; IC50 in µM for titrated hits;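 active means spots per cell inhibited over 60%, with over 100 cells counted and total cytoplasm intensity under 500,000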;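 further: U2OS cells stably carrying GPR55 and arrestin-GFP stimulated by 5 µM LPI near EC80; imaged beta-arrestin-GFP aggregate spots per cell after agonist stimulation; plate controls were LPI-stimulated DMSO wells for no effect and DMSO wells without LPI for full effect; some results filed as inactive read as strong as hits; confirmed hits need IC50 under 10 µM and bright autofluorescent wells are also inconclusive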
Dengue-2 NS5 capping: flavivirus cap methylation enzyme inhibition – biochemical, confirmation dose response, primary screen (AID 588689); actives 0.3% (n = 340,000); Dengue-2 NS5 methyltransferase capping enzyme assay, biochemical; higher % means a stronger effect; inhibition, % at 25 µM; hits with a dose series show IC50 in µM; in the data active means a potency from the dose series
NOD1 NF-kB reporter: inhibition of NOD1-driven NF-kB reporter – cell-based, luminescence, uHTS, primary screen (AID 1578). one-dose inhibition, % at 4 µM; EC50 in µM for titrated hits. actives 1% (n = 290,000). NOD1-driven NF-kB luciferase reporter cells, luminescence; higher % means a stronger effect; in the data active means inhibition mostly above about 36%, no sharp cut-off; inactive means mostly below about 34%;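 further: HEK-293T reporter cells stimulated with the NOD1 agonist gamma-tri-DAP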
GPR55 beta-arrestin: GPR55 agonists via beta-arrestin recruitment, primary screen, imaging, U2OS cells, beta-arrestin-GFP redistribution (AID 1961); U2OS GPR55 beta-arrestin-GFP redistribution imaging; higher % means a stronger effect; activation, % at 10 µM, or EC50 in µM where a hit was titrated; actives 0.048% (n = 290,000);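 active means activation above 40% with more than 50 cells counted in the well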;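 further: U2OS osteosarcoma cells stably expressing GPR55 and beta-arrestin-GFP; plate controls were DMSO negative control for no effect and LPI positive control for full effect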
KOR beta-arrestin-2: KOR agonists, beta-arrestin recruitment, primary screen, cell-based, luminescence, uHTS (AID 1777); KOR beta-arrestin recruitment, luminescence; higher % means a stronger effect; activation, % at 10 µM, or EC50 in µM where a hit was titrated; actives 0.02% (n = 280,000); in the data active means activation above about 50%, passing the limit was not always enough; further: a part of the inactive calls stands beside numbers as strong as those of hits
The depositor's hits bear a star; · = not tested or not shown; [ ] = another dose, or the depositor's remark. These rows are one share of the data, so the mix of outcomes need not match the whole.

no. | Compound | KOR beta-arrestin-1 | GPR55 beta-arrestin | GPR35 antagonists | KOR beta-arrestin-2 | NOD1 NF-kB reporter | HIV fusion peptide | GPR55 antagonists | West Nile virus CPE | Dengue-2 NS5 capping
1 | COc1ccc(Sc2ccc(/C=C3\C(=O)NN(c4ccccc4)C3=O)o2)cc1 | 2% | -0.2% | -4% | 1.3% | -2% | 36% | 9% | -0.3% | 6%
2 | Cc1ccccc1NC(=S)/C(=C(\[O-])c1ccc(C)c([N+](=O)[O-])c1)[n+]1ccccc1 | -20% | 0.2% | 2% | -0.2% | -1% | 2.9% | 3% | -0.3% | 0%
3 | CCNc1cc(=O)n(C)c(=O)n1C | 10% | -0.3% | -6% | 6.6% | 7% | 0.1% | -33% | 0.1% | -5%
4 | CCCC(=O)Nc1ccc(-c2cnc(-c3ccc(NC(=O)CCC)cc3)nc2)cc1 | 3% | -0.2% | 6% | -1.3% | -9% | 1.2% | -2% | -0.2% | 1%
5 | O=C(NC1CCCC1)C(c1cccs1)N(C(=O)c1ccco1)c1ccc2c(c1)OCO2 (stereo unspecified) | -26% | 0.2% | 22% | 12% | -8% | 14% | 6% | -0.7% | 2%
6 | O=Cc1ccc(-c2cccc([N+](=O)[O-])c2)o1 | 24% | -0.1% | -5% | 0.3% | 1% | -1.0% | 6% | 0.1% | 3%
7 | COc1ccc(NC(=O)c2cccc(Cn3cc(Br)c([N+](=O)[O-])n3)c2)c(C)c1 | -32%[20 µM] | 0.2% | -9% | -2.6% | -2% | -0.7% | -7% | -0.6% | -9%
8 | O=C(O)CCc1ccc(-c2ccc(Br)cc2)n1Cc1ccco1 | -46% | -0.1% | -4% | 4.6% | -9% | 31% | 15% | 0.8% | 8%
9 | COc1ccccc1N(CC(=O)NCC1CCCO1)C(=O)Cn1nnc(-c2cccs2)n1 (stereo unspecified) | -15%[20 µM] | 0.3% | -1% | · | -31% | 0.2% | -1% | 1.0% | 2%
10 | O=C(COC(=O)c1ccc(NS(=O)(=O)c2ccc3c(c2)OCCO3)cc1)NC1CC1 | 2% | -0.1% | -23% | 2.6% | 4% | -0.2% | 5% | 0.4% | -5%
11 | C=CCn1c(CNC(=O)c2ccccc2F)nnc1SCc1nc2ccccc2c(=O)[nH]1 | 21% | 0.0% | 12% | 8.5% | -2% | 1.9% | -2% | -0.2% | -8%
12 | CCOc1ccc(Br)cc1C(=O)Nc1ccc(C(=O)NCC(C)C)cc1 | -27% | -0.2% | -18% | 7.2% | 54% | -1.6% | 2% | 1.1% | -6%
13 | Cn1c(=O)c2c([nH]c(=S)n2CCCc2ccccc2)n(C)c1=O | -30%[20 µM] | -0.2% | 0% | 0.3% | -18% | -0.4% | 7% | 0.4% | -38%
14 | O=C1CCC(=O)N1c1cccc(-c2nc3ccccc3o2)c1 | -60% | 0.3% | -22% | 5.3% | -7% | -0.9% | 0% | 0.3% | -7%
15 | CN(CCOC(=O)/C=C/c1ccccc1)C(C)(C)C | -32% | 0.5% | 6% | 11% | 24% | -2.2% | 9% | 0.2% | -7%
16 | Cc1ccc(NS(=O)(=O)c2cccc(C(=O)Nc3cc(C)on3)c2)cc1 | -44% | 0.1% | 0% | 1.8% | -8% | -0.1% | -13% | -1.9% | 5%
17 | c1ccc2c(N3CCCCCC3)nc(-c3ccncc3)nc2c1 | -46% | 0.5% | -11% | 3.9% | 26% | 0.4% | 48% | -0.4% | -8%
18 | COc1ccc(CNC(=O)c2cc3c(s2)CS(=O)C3)cc1 (stereo unspecified) | 8% | 0.3% | -10% | -10% | -16% | -1.9% | 11% | 0.3% | -1%
19 | CCOC(=O)CSc1nc2cccnc2n1C | -40%[20 µM] | -0.1% | 8% | 0.3% | -18% | -1.0% | 3% | 0.3% | 4%
20 | COc1ccccc1Cn1c(=S)[nH]c2cc(C(=O)NCC(OC)OC)ccc2c1=O | 6% | -0.2% | 5% | -2.2% | -5% | -0.6% | 4% | -0.8% | -9%
21 | Cc1cccc(NC(=S)N/N=C/c2ccc(Cl)c([N+](=O)[O-])c2)c1 | -11% | 0.0% | 2% | 4.9% | -50% | 0.3% | 19% | -0.6% | -12%
22 | CCOc1ccc(CC(=O)Nc2c(C(N)=O)oc3ccccc23)cc1OCC | 5% | -0.3% | -8% | -6.1% | -24% | 2.0% | 5% | 0.8% | -8%
23 | CC(NC(=O)c1ccco1)C(c1cccs1)N1CCN(c2ccccc2F)CC1 (stereo unspecified) | 9% | 0.1% | 19% | 6.0% | -2% | -2.2% | 5% | 0.6% | 0%
24 | CCOC(=O)c1ccccc1NC1OC(=O)c2ccccc21 (stereo unspecified) | -1% | 0.2% | 3% | -4.8% | -15% | -3.4% | -1% | -0.1% | -4%
25 | COCCN(Cc1cc2cc3c(cc2nc1Cl)OCO3)C(C)=O | -41%[20 µM] | -0.1% | 16% | · | 6% | -2.6% | 1% | 0.1% | -6%
26 | COc1ccc(NC(=O)c2cc(-c3ccco3)on2)cc1 | -49% | 0.2% | 9% | -2.3% | -22% | 9.6% | 7% | -0.3% | -6%
27 | CCn1c(=O)c(C(=O)NCCc2ccc(OC)c(OC)c2)c(O)c2ccccc21 | -22% | 0.3% | -20% | 1.0% | -1% | 2.4% | 2% | -0.6% | -7%
28 | C=CCn1c(O)c(N=Nc2nc3ccccc3c(=O)n2-c2ccccc2)c2ccccc21 | -19% | 0.4% | 2% | 6.1% | -30% | 3.5% | -1% | 0.0% | 1%
29 | O=C(Nc1ccc([N+](=O)[O-])cc1)N1CCCCCC1 | -14% | -0.1% | 3% | 3.8% | 12% | -1.7% | -6% | 0.1% | -8%
30 | CCOC(=O)c1cnc2ccccc2c1Nc1cc(C(=O)O)ccc1C | -6% | 0.7% | -18% | -7.5% | -13% | 9.6% | 5% | -0.2% | 5%

New compounds follow
no. | Compound | KOR beta-arrestin-1 | GPR55 beta-arrestin | GPR35 antagonists | KOR beta-arrestin-2 | NOD1 NF-kB reporter | HIV fusion peptide | GPR55 antagonists | West Nile virus CPE | Dengue-2 NS5 capping
31 | CC(=O)Nc1ccc(OCCOc2ccc([N+](=O)[O-])cc2)cc1 | 29% | 0.0% | 18% | 4.7% | -9% | 0.0% | 4% | -0.7% | -4%
32 | O=C(O)c1ccccc1C(=O)Nc1ccc(Oc2ccc3ccccc3c2)cc1 | -52%[20 µM] | -0.1% | -3% | · | 3% | 5.9% | 6% | 0.4% | 6%
33 | FC(F)(F)c1cc(-c2cccs2)nc2ncnn12 | 2%[20 µM] | -0.1% | 17% | · | -4% | 0.7% | 18% | 0.2% | 2%
34 | O=C(CN1CCN(C(=O)c2ccccc2F)CC1)Nc1ccc(Br)cc1 | 2% | 0.2% | -1% | -5.1% | -18% | -0.7% | 12% | -0.5% | -1%
35 | O=C(/C=C/c1ccccc1)NC(=S)Nc1ccccc1O | -1% | -0.1% | 4% | -4.0% | 2% | -2.0% | -4% | -0.6% | -3%
36 | COC(=O)c1ccccc1Sc1c(/C=N/OCc2ccc(Cl)cc2)c(C(F)(F)F)nn1C | -36% | -0.2% | -2% | 2.1% | 20% | -1.3% | 2% | 0.0% | 0%
37 | C=CCOC(=O)/C(=C\c1ccccc1)NC(=O)c1ccco1 | · | -0.2% | -6% | 2.3% | -21% | 0.8% | -2% | 0.1% | -1%
38 | COc1ccc(N2CC(C)Cn3c2nc2c3c(=O)n(Cc3ccc(F)cc3)c(=O)n2C)c(OC)c1 (stereo unspecified) | -16% | 0.2% | -7% | -1.5% | -8% | -1.5% | -7% | -0.4% | -1%
39 | O=C1/C(=C/C=C/c2ccccc2)Oc2c1ccc(O)c2CN1CCN(CCO)CC1 | 12% | 0.0% | -1% | 4.1% | 12% | 128% | -10% | -0.1% | 13%
40 | O=S(=O)(Nn1cnnc1)c1ccc(F)cc1 | -54%[20 µM] | 0.2% | 14% | · | 30% | -0.6% | -14% | 0.7% | ·
41 | CCCCCCCCCC(=O)OCC(O)CO (stereo unspecified) | -48% | -0.1% | -10% | 1.0% | -31% | 0.1% | -25% | 0.3% | 3%
42 | Cc1nn(-c2ccccc2)c2nc(-c3cccs3)cc(C(=O)NN)c12 | 33% | 0.0% | 17% | -2.8% | 6% | -4.1% | 13% | 0.0% | -7%
43 | Cc1ccc(N/C=C(/C#N)c2ccsc2)cc1C | 6% | 0.2% | 4% | 11% | -23% | -1.4% | 9% | 0.0% | -7%
44 | COCCNC(=O)/C(C#N)=C1\N=C(NC(=O)c2cccs2)c2ccccc21 | -42% | 0.3% | 21% | 3.0% | -9% | 2.5% | -3% | 1.1% | 1%
45 | O=C(CN1CCOCC1)N/N=C/c1cccc2ccccc12 | -48%[20 µM] | -0.2% | 2% | -1.3% | -27% | 0.1% | 6% | -0.2% | 4%
46 | CC1=CC(=O)C=CC1(C)C(Cl)Cl (stereo unspecified) | -11% | -0.1% | -11% | 3.7% | 12% | -1.7% | -6% | -0.1% | 3%
47 | CC1=C(C(N)=O)C(c2ccccn2)n2nc(SCc3ccccc3Cl)nc2N1 (stereo unspecified) | 12% | 0.3% | 6% | -1.6% | 3% | 0.5% | 0% | -0.4% | -5%
48 | Cc1noc(C)c1COc1cccc(C(=O)Nc2ccc(OCc3ccccc3)cc2)c1 | 8% | -0.3% | 11% | 15% | · | 0.2% | 14% | -0.8% | -2%
49 | CC[C@@H](C)[C@@H](C(=O)N1CCNCC1)n1cc(CCC(=O)O)nn1 | -4% | -0.1% | -1% | 4.1% | -34% | 1.0% | -4% | 0.5% | 4%
50 | CC(=O)Nc1ccc(NC(=O)c2ccc(COc3ccccc3)cc2)cc1 | -57%[20 µM] | -0.4% | -15% | 6.4% | 4% | -0.5% | -3% | 0.0% | 3%

Reformatted with values under each structure: part of the list above
Fields: KOR beta-arrestin-1, GPR55 beta-arrestin, GPR35 antagonists, KOR beta-arrestin-2, NOD1 NF-kB reporter, HIV fusion peptide, GPR55 antagonists, West Nile virus CPE, Dengue-2 NS5 capping
[43] Cc1ccc(N/C=C(/C#N)c2ccsc2)cc1C
→ 6%, 0.2%, 4%, 11%, -23%, -1.4%, 9%, 0.0%, -7%
[41] CCCCCCCCCC(=O)OCC(O)CO (stereo unspecified)
→ -48%, -0.1%, -10%, 1.0%, -31%, 0.1%, -25%, 0.3%, 3%
[32] O=C(O)c1ccccc1C(=O)Nc1ccc(Oc2ccc3ccccc3c2)cc1
→ -52%[20 µM], -0.1%, -3%, ·, 3%, 5.9%, 6%, 0.4%, 6%
[42] Cc1nn(-c2ccccc2)c2nc(-c3cccs3)cc(C(=O)NN)c12
→ 33%, 0.0%, 17%, -2.8%, 6%, -4.1%, 13%, 0.0%, -7%

Values in list order from the list.
Entries 4 to 14 in GPR55 beta-arrestin, in turn: -0.2%, 0.2%, -0.1%, 0.2%, -0.1%, 0.3%, -0.1%, 0.0%, -0.2%, -0.2%, 0.3%
Entries 4 to 14 in KOR beta-arrestin-2, in turn: -1.3%, 12%, 0.3%, -2.6%, 4.6%, ·, 2.6%, 8.5%, 7.2%, 0.3%, 5.3%
Entries 4 to 14 in GPR35 antagonists, in turn: 6%, 22%, -5%, -9%, -4%, -1%, -23%, 12%, -18%, 0%, -22%

High-throughput results deposited in PubChem by several laboratories.
